# TRPML3 ag: activates the human TRPML3 channel | 220,000 compounds, 0.29% hits | HEK293 TRPML3-YFP, Fluo-8 calcium fluorescence; 100% = the carbachol control signal | activation, % at 3 µM | Q8TDD5;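 active = activation above its plate's cutoff, the mean activation of the plate's test wells plus 3 SD, cut at about 12% in these data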;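 also: 0% = DMSO only wells and 100% = carbachol wells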
#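 system = HEK293 cells stably carrying human TRPML3-YFP | doses = one concentration, 3 µM nominal, 0.3% DMSO | timing = dye loading 1 h 37 °C then 30 min ambient, 125 s read | detection = Fluo-8 calcium dye fluorescence, ex 470-495, em 515-575 nm | benchmarks = high control carbachol 87 µM, low control DMSO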
# TNF death inh: TNF-alpha cell death inhibition in Jurkat FADD-/- cells. AID 463075. Jurkat FADD-/- TNF necroptosis rescue, ATP luminescence, 24 h; 0 = TNF only, 100 = no-TNF cells. activation (protection from cell death), % at 10 µM. 220,000 compounds, 0.068% hits;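 active = activation, meaning protection from cell death, of at least 50% relative to plate controls; inactive = activation below 50%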;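 also: necroptosis triggered by 40 ng/mL TNF-alpha added together with compound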
# p47phox inh: inhibitors of human p47phox binding; inhibition, % at 24.7 µM; p47phox/p22phox peptide binding, fluorescence polarization, 2 h; 220,000 compounds, 0.53% hits; P14598;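 active = inhibition above about 30%, limit read from the data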;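 also: 0% = p47phox with labelled peptide and 100% = labelled peptide alone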
# zfTRPN1 agonist: activates the zebrafish TRPN1 channel; HEK293 zebrafish TRPN1-YFP, Fluo-8 calcium fluorescence; 100% = response to 87 µM carbachol; AID 1424; 220,000 compounds, 0.18% hits; activation, % at 3 µM;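 active = activation above its plate's cutoff, the mean activation of test wells on that plate plus 3 SD, cut at about 19% in these data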;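 also: 0% = DMSO alone and 100% = 87 µM carbachol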
#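 Material: zebrafish TRPN1-YFP in HEK293 cells; Doses: single test compound dose, 3 µM nominal, 0.3% DMSO; Timing: dye loading 1 h at 37 °C, then 30 min room temperature; Technique: intracellular calcium fluorescence with Fluo-8; Benchmarks: high carbachol 87 µM, low DMSO alone.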
# CHOP inh: blocks CHOP induction under ER stress | inhibition, % at 10 µM | 220,000 compounds, 3.8% hits | AID 2732 | CHO-K1 CHOP-promoter luciferase, tunicamycin-induced, 15-18 h;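 active = compounds that reduced the stress-induced luciferase reporter signal by more than about 70% of percent inhibition, limit read from the data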;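 also: 0% = tunicamycin plus vehicle and 100% = wells without tunicamycin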
# Runt-SMMHC FRET: Runt domain-CBFb-SMMHC interaction inhibition. Cerulean-Runt/Venus-CBFb-SMMHC FRET ratio 530/480, 1 h. inhibition, % at 20 µM. AID 1434. 220,000 compounds, 0.74% hits. Q01196+Q13951;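 active = mean inhibition across duplicate retests at 20 µM reaching about 50%, limit read from the data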;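 also: 0% = DMSO wells and 100% = wells with excess untagged CBFb-SMMHC; inhibitors lower the FRET ratio by blocking Runt binding to CBFb-SMMHC; some results filed as inactive read as strong as hits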
# EBV gp42 inh: blocks Epstein-Barr virus glycoprotein 42 binding; Fluorescence polarization binding assay, mP read-out; inhibition, % (tested at 21.74 µM); 220,000 compounds, 0.42% hits; in the data active = inhibition above about 50%
# Target sequence (Q1HVG2 whole entry, looked up): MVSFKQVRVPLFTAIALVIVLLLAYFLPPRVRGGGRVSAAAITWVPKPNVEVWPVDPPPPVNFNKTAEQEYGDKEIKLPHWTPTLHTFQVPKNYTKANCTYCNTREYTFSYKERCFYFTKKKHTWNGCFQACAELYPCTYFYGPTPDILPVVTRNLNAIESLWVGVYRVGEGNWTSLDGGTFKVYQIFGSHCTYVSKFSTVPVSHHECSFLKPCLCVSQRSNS
# PPC-1+TRAIL kill: compounds killing PPC-1 cancer cells with TRAIL present (potentiator screen, no TRAIL-free arm). PPC-1 cells + TRAIL, ATPLite viability luminescence. cell killing (% activity), % at 4 µM. 220,000 compounds, 0.41% hits. AID 1443;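 active = cell killing above 50% in the first pass at 4 µM, then a duplicate retest at 5 µM averaging 50% or more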;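 also: plate controls were cells with TRAIL plus DMSO for no effect and medium-only wells lacking cells for full effect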
# MDM2 E3 inh: Mdm2 E3 ligase (human) inhibition; 210,000 compounds, 0.11% hits; signal enhancement, % at 5 µM; Q00987; cell-based MDM2 ubiquitination luciferase reporter, 2 h; 0 = plate control, 100 = twice control, blank-subtracted;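 active = signal enhancement of 30% or more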;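 also: luminescence tracks abundance of the self-degrading MDM2-luciferase fusion protein; higher signal means inhibition of MDM2 E3 ligase activity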
# Target sequence (Q00987 whole entry, looked up, the tested form may be a part): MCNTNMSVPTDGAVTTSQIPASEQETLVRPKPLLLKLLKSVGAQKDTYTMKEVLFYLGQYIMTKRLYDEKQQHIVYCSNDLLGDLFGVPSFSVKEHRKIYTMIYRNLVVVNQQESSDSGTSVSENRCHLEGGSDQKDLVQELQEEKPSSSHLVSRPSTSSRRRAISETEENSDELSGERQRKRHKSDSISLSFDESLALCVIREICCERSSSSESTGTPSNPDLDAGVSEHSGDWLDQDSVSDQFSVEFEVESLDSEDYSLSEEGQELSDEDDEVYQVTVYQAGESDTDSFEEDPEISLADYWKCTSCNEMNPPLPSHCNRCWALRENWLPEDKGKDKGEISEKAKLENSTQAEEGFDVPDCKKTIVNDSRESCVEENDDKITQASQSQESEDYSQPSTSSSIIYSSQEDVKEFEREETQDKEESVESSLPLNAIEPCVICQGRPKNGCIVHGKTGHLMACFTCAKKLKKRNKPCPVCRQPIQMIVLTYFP
#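 test system = mammalian cells stably expressing self-ubiquitinating, self-degrading MDM2 E3–luciferase fusion | quantity = 2000 cells/well | incubation = cell settling 4 h, compound treatment 2 h, both 37 °C | signal = luminescence with SteadyLite reagent, 15 min at room temperature | evaluation = % enhancement relative to plate controls after blank subtraction | benchmarks = plate controls and plate blanks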
# Numbers without * were called inactive; . = not tested or not shown. Hits appear at their usual frequency. About 5.9% of those tested had a hit in this group.
Compound,TRPML3 ag,TNF death inh,p47phox inh,zfTRPN1 agonist,CHOP inh,Runt-SMMHC FRET,EBV gp42 inh,PPC-1+TRAIL kill,MDM2 E3 inh
O=C(COC(=O)c1n[nH]c2ccccc12)Nc1ccc(S(=O)(=O)N2CCCC2)cc1,1.9,-7.8,-37.2,4.2,46.2,-1.8,-22.7,10.1,-42.2
CCn1c(CNc2ccc(OC)cc2)nnc1SCC(=O)Nc1ccc(F)cc1,-0.5,0.8,1.0,0.3,27.6,2.0,-14.1,35.0,13.5
O=C1/C(=C\c2ccc3c(c2)OCO3)CCC/C1=C/c1ccc2c(c1)OCO2,1.0,-2.5,-36.3,2.0,41.8,46.1,-14.4,5.2,-20.1
CC(=O)c1c(C)[nH]c(C(=O)N2CCN(c3cc(Cl)ccc3C)CC2)c1C,2.1,-8.5,-4.0,2.5,26.8,1.4,-1.7,8.5,-0.4
O=C(CSc1nnc(-c2ccccn2)n1-c1ccccc1)Nc1ccc2c(c1)OCO2,0.7,-0.4,-6.1,-0.7,14.5,-1.2,-2.5,-7.9,-12.7
COc1ccc(-c2c(C#N)c(N)nc3sc(C(=O)c4ccccc4)c(N)c23)cc1,1.1,5.7,-95.0,0.8,22.0,-205.8,81.2*,-17.4,-8.7
CN(C)c1ccc(C(=O)OCC(=O)N2CCCCCC2)cc1,-0.4,-0.5,4.4,-0.6,-1.5,1.5,-15.5,6.4,-17.4
O=C(COc1ccc([N+](=O)[O-])cc1)N/N=C/c1cc([N+](=O)[O-])ccc1N1CCOCC1,1.3,2.3,-30.2,-0.6,23.6,2.4,-0.5,17.7,-16.6
CCOC(=O)/C=C(\C)Nc1cc(C)nn1-c1ccccc1,0.9,2.0,-7.4,0.9,15.5,2.7,-11.6,14.1,-5.0
COc1ccnc(Oc2cc(Cl)cc(Cl)c2)c1C#N,0.8,0.5,-7.9,-1.5,1.9,2.0,2.6,19.1,2.0
CC(=O)c1ccc([C@@H]2C[C@]34CN(Cc5cccc(C(F)(F)F)c5)S(=O)(=O)[C@H]3C[C@H]2O4)cc1,.,-3.3,-6.1,.,22.9,-3.8,-32.6,27.3,12.8
CCc1ccc2c(c1)C1(NN=C(c3cccc4ccccc34)S1)C(=O)N2 (configuration not stated),-0.4,-9.5,13.8,-0.8,104.2*,-19.4,-10.7,15.4,12.8
COc1cc(/C=C(\NC(C)=O)C(=O)NC(C)(C)CC(C)(C)C)ccc1OC(C)=O,1.2,-0.8,-33.0,1.4,5.0,0.1,-11.2,1.5,-6.5
O=S(=O)(c1ccc(NC(=S)NCc2cccnc2)cc1)N1CCCCC1,0.4,-1.1,1.0,0.9,29.7,-1.3,-10.1,26.5,-6.4
c1ccc(COc2ccc(OCCOCCn3cncn3)cc2)cc1,-0.8,-2.6,-5.5,0.6,-15.5,-0.8,-8.8,-0.1,-16.9
CC1CCC/C(=N/Nc2nc3ccccc3s2)C1 (configuration not stated),0.1,2.2,-15.4,-1.2,7.2,-3.6,-15.0,26.1,-27.3
COc1cc(/C=c2\sc3nc(-c4ccncc4)nn3c2=O)ccc1OC(C)=O,0.4,2.5,-5.8,0.0,106.6*,-27.4,36.8,4.0,-10.4
Cc1ccc(C(=O)NN(CCC(=O)NC(C)(C)C)C2=NS(=O)(=O)c3ccccc32)cc1,0.1,2.3,-12.6,-0.7,0.9,4.7,-9.6,-5.8,-12.8
O=C(NC1CCCC1)C1CCN(C(=O)NCc2ccccc2)CC1,0.9,-1.1,-13.2,1.3,-17.1,0.2,-7.4,13.8,-5.9
CC[C@@H](C)[C@H](NS(=O)(=O)c1ccc(C)cc1)C(=O)N1CCC(C(=O)NCC(=O)O)CC1,-0.4,-4.2,-1.8,1.9,6.0,-1.7,-10.5,1.9,0.2
O=C(COC(=O)CC1CC2CCC1C2)Nc1cccc(S(=O)(=O)NC2=NCCCCC2)c1 (configuration not stated),1.5,0.9,-1.0,3.0,-20.9,-2.4,-5.4,-1.9,-9.3
CC(C)NC(=O)C(=O)c1cn(C)c2ccccc12,0.6,0.3,-0.5,-0.5,3.3,-0.1,-11.9,2.1,-14.8
CCCNC(=O)/C=C/C(=O)O,1.0,0.2,-6.2,1.5,-4.2,-0.7,2.1,20.8,-3.5
COc1ccc(Nc2ccc(Nc3ccc(OC)cc3)nn2)cc1,3.9,0.1,-12.1,11.8,13.9,1.4,-6.4,2.0,-5.3
Cc1ccc(C(C2C(=O)CC(C)(C)CC2=O)C2C(=O)CC(C)(C)CC2=O)s1,1.8,-4.8,-17.6,0.6,-2.3,17.6,-2.7,15.3,-15.0
CCCC1=[N+](CC(=O)c2ccc(C)cc2)CCn2cccc21,2.1,1.3,-11.6,0.2,-9.2,-20.2,-24.9,6.9,-12.9
O=c1[nH]c(CSc2ncn[nH]2)nc2ccccc12,0.8,2.5,0.0,0.7,1.8,-1.7,-7.8,1.8,-18.5
CN(Cc1cn(C)nc1-c1ccc(Oc2ccccc2)cc1)CC1COCCO1 (configuration not stated),0.9,1.1,6.7,0.4,21.7,-7.8,-6.8,17.1,-3.1
COc1ccc(NC(=O)CSc2cc(C(=O)c3nccn3C)c3ccccc3n2)cc1,1.5,0.5,-16.9,1.5,16.6,0.2,-7.1,21.5,5.3
Cc1ccc(-c2nc3ccccc3[nH]c2=O)cc1,0.0,0.3,-12.1,-1.9,-30.2,3.7,-4.8,18.2,-2.6
O=C(NC(=S)NCC1CCCO1)c1ccccc1 (configuration not stated),0.8,1.4,-0.2,-0.9,9.7,-4.0,4.3,29.0,0.2
Cc1cc(-c2ccccc2)nn1-c1nc2c(c(=O)[nH]c(=O)n2C)n1C,1.0,-3.8,2.1,0.3,-7.4,2.7,-5.7,14.9,-0.1
O=[N+]([O-])c1cccc(-c2cc(C(F)(F)F)n3nc(-c4ccccc4)cc3n2)c1,1.1,1.1,3.0,0.4,-5.8,-9.0,-3.4,20.7,-3.2
Oc1c(C(c2ccc(Cl)cc2)N2CCCC2)cc(Cl)c2cccnc12 (configuration not stated),-0.1,-11.7,-5.1,-0.2,3.7,-4.1,5.7,17.9,-19.7
O=S(=O)(NCc1ccco1)c1cccc(S(=O)(=O)N2CCCCC2)c1,0.8,-1.5,-3.5,0.4,31.6,2.3,-22.6,-6.6,2.5
O=C(CN1CCCCC1)N/N=C/c1cc2ccccc2nc1Cl,0.0,0.1,-6.1,0.1,17.9,1.1,-15.6,16.2,0.4
COc1cc(C(=O)NCC(=O)N/N=C/c2c(C)[nH]c3ccccc23)cc(OC)c1OC,-0.6,-1.2,-10.3,0.3,-24.6,0.8,-16.0,-18.1,-1.5
c1csc(CNCCN2CCOCC2)c1,0.8,1.1,-3.2,-1.0,-0.8,-2.1,-10.3,3.6,-17.0
O=C1NCC(O)=C1C=NCCCO,3.8,1.8,-6.6,1.7,2.3,9.2,-3.3,20.7,-5.7
CCOC(=O)c1cc(CC)sc1NC(=O)c1ccc(N2CCOCC2)c([N+](=O)[O-])c1,0.3,1.6,-13.8,0.5,13.3,-5.0,-8.3,6.0,-13.7
Cc1nnc(SCc2nc3ccccc3[nH]2)s1,0.9,4.7,-11.2,0.3,9.8,-0.8,-18.6,-3.1,2.7
O=C(CSc1nc2ccccc2c(=O)[nH]1)Nc1ccc(S(=O)(=O)N2CCCC2)cc1,0.0,14.9,-9.4,0.6,-8.7,-7.1,6.8,5.2,-11.0
On1c(-c2ccc(Cl)cc2)nc2ccccc21,0.4,-2.1,0.8,1.1,-11.4,1.3,-6.0,25.1,-8.3
Cc1cc(C)cc(NS(=O)(=O)c2ccc(NC(=O)C3CCCCC3C(=O)O)cc2)c1 (configuration not stated),0.3,1.4,-5.0,0.5,-27.2,2.4,-4.2,10.8,-9.4
COc1ccccc1NC(=O)N1CCCC(C(=O)Nc2cccc(C)c2C)C1 (configuration not stated),0.3,2.6,-3.1,2.2,17.9,2.5,-13.8,4.6,-24.4
O=c1[nH]c(Cc2ccccn2)nc2scc(-c3ccccc3Cl)c12,1.1,-1.0,-10.8,0.6,1.9,-10.1,-2.9,22.1,-18.1
COc1ccccc1C(CC(=O)c1ccccc1)CC(=O)c1ccccc1,0.7,1.1,-2.1,-0.9,20.7,-0.3,-1.8,15.5,-12.2
CC(C)N(Cc1ccccc1)C(=O)COC(=O)c1cnccn1,0.5,-0.3,6.6,-0.2,4.7,-2.4,0.1,3.6,-2.3
O=C(NCc1cccs1)C1CCN(S(=O)(=O)c2cccc3nsnc23)CC1,0.6,0.1,-3.4,0.9,-1.4,-2.8,-31.4,9.6,-9.8
Cc1ccc2cc(C(c3nnnn3C3CCCC3)N3CCN(c4ccc(F)cc4)CC3)c(=O)[nH]c2c1 (configuration not stated),-0.9,1.4,-10.0,-1.1,41.3,-2.6,7.7,25.1,-0.6
Brc1cccc(OCCSc2ncccn2)c1,-0.5,-3.0,0.8,-0.4,-15.3,-1.3,21.7,6.0,-8.0
CC(C)c1cc(C(=O)N/N=C/c2c[nH]c3ccccc23)n[nH]1,1.2,0.0,-13.3,0.2,-3.8,-2.4,-2.5,-10.2,0.8
COC(=O)Cc1ccc2oc(-c3cccnc3)nc2c1,0.8,1.3,0.8,0.4,0.5,3.3,-10.9,2.7,-11.1
CN(C(=O)C1CCC1C(=O)O)c1nc(-c2ccc(Cl)s2)cs1 (configuration not stated),0.6,0.0,-1.1,0.6,-1.1,-3.4,-6.3,37.0,1.8
N#Cc1nc(-c2ccco2)oc1NCc1ccco1,-0.4,-1.9,-17.4,-0.9,3.0,-0.4,-11.7,14.1,-11.1
Cn1c(SCc2ccc(Br)cc2)nnc1-c1cccs1,-1.2,-1.1,-0.5,-0.6,3.8,-2.5,-15.2,16.0,0.1
O=C(c1ccccc1F)N1CCN(c2ccc([N+](=O)[O-])c(NCC3CCCO3)c2)CC1 (configuration not stated),0.0,-0.5,-6.1,2.3,3.4,-5.3,-16.2,12.0,-22.9
CS(=O)(=O)N(CC(=O)N1CCC(C(N)=O)CC1)c1ccc(Oc2ccccc2)cc1,0.6,-0.5,-10.4,-0.1,2.7,3.7,-14.1,-2.3,-14.2

# Screening results (PubChem)
